eIF4E-4G inh: eIF4E–eIF4G protein interaction inhibitors, primary screen, biochemical, uHTS, TR-FRET, eIF4GI fragment. TR-FRET eIF4E-eIF4GI(517-606) binding, 2 h. inhibition, % at 21.7 µM. 220,000 compounds, 0.37% hits. AID 782, 2007;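 active = inhibition above about 30%, limit read from the data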;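 note: 0% = full FRET control wells and 100% = background wells lacking eIF4GI fragment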
Target sequence (P63073 whole entry, looked up, the tested form may be a part): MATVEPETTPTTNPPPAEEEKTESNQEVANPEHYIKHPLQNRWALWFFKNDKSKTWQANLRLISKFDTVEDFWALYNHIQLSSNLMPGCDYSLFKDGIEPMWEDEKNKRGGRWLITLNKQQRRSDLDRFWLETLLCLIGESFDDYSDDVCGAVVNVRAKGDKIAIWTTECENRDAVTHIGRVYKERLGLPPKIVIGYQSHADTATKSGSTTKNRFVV
Target sequence (Q04637 whole entry, looked up, the tested form may be a part): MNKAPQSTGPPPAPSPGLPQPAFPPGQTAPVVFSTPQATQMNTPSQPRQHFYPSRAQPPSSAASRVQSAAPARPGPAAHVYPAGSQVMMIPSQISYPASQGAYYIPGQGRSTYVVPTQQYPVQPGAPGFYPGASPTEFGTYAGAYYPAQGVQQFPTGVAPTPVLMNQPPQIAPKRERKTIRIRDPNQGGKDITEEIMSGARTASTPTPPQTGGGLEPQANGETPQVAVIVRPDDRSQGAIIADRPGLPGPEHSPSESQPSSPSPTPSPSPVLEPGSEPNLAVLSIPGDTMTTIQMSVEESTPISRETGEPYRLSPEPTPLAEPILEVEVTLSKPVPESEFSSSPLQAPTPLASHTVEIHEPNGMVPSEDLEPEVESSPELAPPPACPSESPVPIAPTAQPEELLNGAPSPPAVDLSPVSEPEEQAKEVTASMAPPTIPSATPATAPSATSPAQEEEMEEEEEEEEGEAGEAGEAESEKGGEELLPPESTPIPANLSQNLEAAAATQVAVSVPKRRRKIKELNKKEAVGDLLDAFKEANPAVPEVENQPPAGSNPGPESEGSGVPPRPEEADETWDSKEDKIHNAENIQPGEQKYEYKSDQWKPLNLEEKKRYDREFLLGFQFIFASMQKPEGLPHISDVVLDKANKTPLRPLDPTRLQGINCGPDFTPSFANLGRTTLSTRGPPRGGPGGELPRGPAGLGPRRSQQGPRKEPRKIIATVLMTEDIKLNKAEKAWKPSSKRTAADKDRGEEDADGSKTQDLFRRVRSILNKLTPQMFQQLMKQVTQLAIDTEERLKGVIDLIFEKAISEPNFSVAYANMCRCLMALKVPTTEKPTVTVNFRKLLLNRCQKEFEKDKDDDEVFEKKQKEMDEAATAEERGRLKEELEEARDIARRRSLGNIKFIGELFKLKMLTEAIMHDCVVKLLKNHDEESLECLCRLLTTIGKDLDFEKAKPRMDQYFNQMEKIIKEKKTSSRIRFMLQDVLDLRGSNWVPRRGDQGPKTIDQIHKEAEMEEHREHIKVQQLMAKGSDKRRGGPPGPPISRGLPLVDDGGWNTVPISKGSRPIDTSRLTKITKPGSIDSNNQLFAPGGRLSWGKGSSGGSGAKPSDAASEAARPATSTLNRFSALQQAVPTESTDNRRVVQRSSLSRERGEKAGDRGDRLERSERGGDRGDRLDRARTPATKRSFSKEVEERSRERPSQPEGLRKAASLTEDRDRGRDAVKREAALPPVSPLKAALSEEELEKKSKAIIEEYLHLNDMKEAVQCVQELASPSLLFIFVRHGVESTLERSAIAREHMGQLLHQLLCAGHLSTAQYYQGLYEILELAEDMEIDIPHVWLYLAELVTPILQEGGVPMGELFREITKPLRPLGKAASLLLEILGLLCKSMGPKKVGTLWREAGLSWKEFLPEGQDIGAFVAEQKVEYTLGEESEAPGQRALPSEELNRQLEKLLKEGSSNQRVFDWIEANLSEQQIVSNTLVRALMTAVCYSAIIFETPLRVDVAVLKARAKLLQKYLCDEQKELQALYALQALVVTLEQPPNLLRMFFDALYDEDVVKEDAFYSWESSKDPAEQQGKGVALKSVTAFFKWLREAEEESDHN
PERK inh: block of dimerizer-induced PERK translation repression, primary screen, PERK inhibitor project, CHO PERK-DD cells, SEAP luminescence, HTS. inhibition, % at 5.6 µM. 220,000 compounds, 0.17% hits. CHO PERK-DD fusion, SEAP luminescence translation reporter. AID 1416, 2008. Eukaryotic translation initiation factor 2-alpha kinase 3 (Homo sapiens), Q9NZJ5;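 active = inhibition above the mean inhibition of all tested compounds plus 3 SD, set separately per screening campaign, cut at about 2.9% in these data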;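 note: PERK kinase domain activated by AP20187 dimerizer at 100 nM; 0% = DMSO with dimerizer and 100% = rapamycin at 8.4 µM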
Mdm2 ligase inh: MDM2-luciferase reporter signal enhancers, primary screen, MDM2 E3 ligase inhibitor project, cell-based, luminescence, 1536-well | E3 ubiquitin-protein ligase Mdm2 (Homo sapiens), Q00987 | cell-based MDM2 ubiquitination luciferase reporter, 2 h; 0 = plate control, 100 = twice control, blank-subtracted | signal enhancement, % at 5 µM | 210,000 compounds, 0.11% hits;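 active = signal enhancement of 30% or more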;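 note: luminescence tracks abundance of the self-degrading MDM2-luciferase fusion protein; higher signal means inhibition of MDM2 E3 ligase activity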
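Assay system: mammalian cells stably expressing self-ubiquitinating, self-degrading MDM2 E3–luciferase fusion. Quantity: 2000 cells in each well. Medium: DMEM culture medium. Compound dosing: single-point 5 µM. Timing: cell settling 4 h, compound treatment 2 h, both 37 °C. Technique: luciferase luminescence. Read-out basis: percent signal gain over controls, blank-subtracted. Benchmarks: plate controls and plate blanks.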
Ba/F3 V617F tox: reduced viability of JAK2V617F-dependent Ba/F3 cells, primary screen, JAK2V617F inhibitor project, cell-based, Ba/F3 EpoR-JAK2V617F, luminescence; ATP luminescence; inhibition, % at 5.6 µM; 220,000 compounds, 1.1% hits; AID 1446, 2008;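 active = inhibition above the campaign mean plus 3 SD over all tested compounds, cut at about 24% in these data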;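 note: cytokine-independent growth of Ba/F3 cells driven by EpoR plus mutant JAK2; 0% = DMSO-treated cells and 100% = JAK inhibitor I control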
BaF3 tox: parental Ba/F3 cell viability inhibition, counter-screen for JAK2V617F inhibitor project, murine pro-B, CellTiter-Glo luminescence; CellTiter-Glo ATP luminescence; inhibition, % at 5.6 µM; 220,000 compounds, 1.1% hits; AID 1486, 2009;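 active = inhibition above a per-campaign cutoff, the mean inhibition of all tested compounds plus 3 SD, cut at about 27% in these data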;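 note: 0% = DMSO wells and 100% = JAK Inhibitor I control wells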
Wee1 stabilizer: Wee1 degradation inhibitors, primary screen, cell-based, HeLa, Wee1K328M-luciferase, luminescence. Wee1-like protein kinase (Homo sapiens), P30291. HeLa Luc-Wee1K328M stability; 100% = proteasome inhibitor MG132 effect. reporter increase, % at 5 µM. 220,000 compounds, 1.2% hits. AID 1321, 2008;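 active = activation above the mean of all tested compounds plus 3 SD, set per screening run, cut at about 8.8% in these data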;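 note: cells exposed to compound for 20 h before luminescence read; 0% = DMSO alone and 100% = MG132 at 30 µM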
S1P4 agonist: S1P4 receptor agonists, primary screen, cell-based | Sphingosine 1-phosphate receptor 4 (Homo sapiens), O95977 | S1P4-expressing cell line, agonist reporter assay | activation, % at 4.98 µM | 220,000 compounds, 0.35% hits | AID 1509, 2009; in the data active = activation above about 11%;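 note: 0% = DMSO vehicle and 100% = reference agonist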
NPY2 pot ag: NPY-Y2 potentiators or agonists, primary screen, cell-based; Neuropeptide Y receptor type 2 (Homo sapiens), P49146; cells expressing NPY-Y2, potentiator/agonist read-out; activation, % at 3.6 µM; 220,000 compounds, 0.45% hits; in the data active = activation above about 27%;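 note: cells stimulated with NPY near EC25 plus isoproterenol at EC100; 0% = vehicle plus submaximal agonist and 100% = vehicle plus saturating agonist; some results beyond the cut were filed as inactive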
S1P4 antagonist: S1P4 receptor antagonists, primary screen, cell-based | S1P4-expressing cells, antagonist mode, reporter read-out | inhibition, % at 4.98 µM | 220,000 compounds, 0.26% hits; in the data active = inhibition above about 29%;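 note: 0% = wells stimulated with agonist and 100% = vehicle wells without agonist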
* hit, by the source's call; x = no result given; [ ] = another dose, or the depositor's remark.

structure	eIF4E-4G inh	PERK inh	Mdm2 ligase inh	Ba/F3 V617F tox	BaF3 tox	Wee1 stabilizer	S1P4 agonist	NPY2 pot ag	S1P4 antagonist
COc1ccc(-c2nc(NC(=O)c3nc4nccc(C)n4n3)sc2C)cc1	-1	0.3	-13	0	6	5	3.0	2	3
COC(=O)CC(c1ccc(F)cc1)n1c(C)ccc1C (stereo not drawn)	1	0.5	-17	2	-3	0	-0.1	7	-16
CCn1c(SCC(=O)Nc2nc(C)cs2)nnc1C(C)NC(=O)c1ccccc1 (stereo not drawn)	6	0.9	-7	0	8	-2	-1.2	1	-11
O=C(ONc1ccc(N=NC(=O)c2ccccc2O)cc1)c1ccccc1	4[fluorescence artefact?]	0.9	-9	-1	5	0	-2.4	12	-11
COc1ccc(OC(C)C(=O)N2CCCc3ccccc32)cc1 (stereo not drawn)	2	1.2	-5	-2	1	3	-1.4	-9	2
Cc1ccc2c(c1)-c1[nH]c(=S)ncc1CS2	-5	0.8	-10	-2	0	4	0.5	-3	1
Cc1cccc(C)c1N(CC(=O)N1CCN(c2ccccc2F)CC1)S(C)(=O)=O	1	-0.4	-5	4	10	0	-0.3	1	4
COc1ccc(NC2c3ccccc3C(=O)N2c2ccccn2)cc1 (stereo not drawn)	3	-1.0	-11	2	1	2	-0.3	-6	-12
Cc1cc(NC(=O)CCCC(=O)Nc2ccc(F)cc2)no1	1	0.3	-4	4	9	2	-4.4	-6	-9
O=C(NCc1ccncc1)c1ccc(Oc2ccccc2)cc1	-1	0.8	-17	-3	1	5	-0.3	0	4
O=c1c2ccccc2ncn1Cc1nc2ccccc2s1	-1	-0.1	-4	-1	5	1	0.1	11	-17
CCOC(=O)c1c(C)c(C(=O)N2CCCCCC2)c(C)n1C	4[fluorescence artefact?]	-0.5	-7	-1	1	-3	0.7	-11	-21
COCCNC(=O)/C(C#N)=C/c1ccc(C(=O)O)cc1	-7	1.5	-49	2	5	-2	-0.6	-2	-1
Cc1ccc(NC(=O)COc2cccc(/C=C3\SC(=S)N(CCC(=O)O)C3=O)c2)cc1Cl	12	0.8	x	-2	-8	1	0.0	-4	5
Oc1ccc(N=Nc2nccs2)c(O)c1	7	-0.1	-6	8	1	-1	-0.6	15	-12
COc1ccc(C(=O)NC(=O)COC(=O)C2COc3ccccc3O2)cc1 (stereo not drawn)	-4	1.0	2	0	8	0	1.3	6	0
COC(=O)CSc1ccc2c(N)c(C(=O)OC)sc2c1	4	-0.1	-13	3	10	-1	-1.6	2	-22
COc1ccc(S(=O)(=O)NCc2ccccn2)c(Cl)c1Cl	-3	1.1	8	0	7	0	1.6	4	-29
CCCCn1c(C)cc(C)c(S(=O)(=O)c2ccccc2C)c1=O	1	-1.0	-10	0	9	-2	2.0	-7	-3
O=C(COC(=O)c1ccccc1C(=O)c1ccccc1)Nc1cccc([N+](=O)[O-])c1	-1	-1.5	-13	1	9	0	0.6	-2	0
Cc1ccc(C23CC4CC(CC(CN)(C4)C2)C3)cc1	86*	0.0	-22	4	7	0	-2.2	25	6
CCC(O)c1cc2c(cc1NC(=O)c1cccs1)OCCO2 (stereo not drawn)	-11	-0.6	4	0	-2	8	1.8	-5	-1
CCc1ccc2[nH]c3nc(SCC(=O)NNC(=O)c4ccc(C(C)(C)C)cc4)nnc3c2c1	0	0.7	-9	2	0	2	-2.0	-1	-10
COC(=O)Nc1ccc(S(=O)(=O)NC2CCS(=O)(=O)C2)cc1 (stereo not drawn)	2	1.0	x	-4	-1	0	-1.0	-1	-7
O=C(CCSCCC(=O)Nc1c(F)c(F)c(F)c(F)c1F)Nc1c(F)c(F)c(F)c(F)c1F	-1	-0.5	-17	-2	4	-5	0.9	-1	-1
Cn1cnnc1SCC(=O)NCCc1ccccc1	14	0.9	-16	-1	3	1	-1.2	13	4
CC1=C/C(=N\OS(=O)(=O)c2ccccc2)C(C)=CC1=O	6	-3.2	-23	97*	100*	-1	-3.2	57*	29
CCOC(=O)C1C(=O)C(C(=O)OCC)C(c2cccnc2)NC1c1cccnc1 (stereo not drawn)	-8	0.3	-15	3	6	3	0.8	-8	-8
O=C(OC1CCOC1=O)c1ccc(S(=O)(=O)N2CCCCCC2)cc1 (stereo not drawn)	7	1.0	10	-2	2	-4	1.4	5	-23
COc1ccc(OCC(O)CN2CCN(c3ncccn3)CC2)cc1 (stereo not drawn)	8	0.0	3	-3	-5	-2	1.0	10	-19
COc1ccc(C2(C(=O)c3ccccc3)C(=O)c3ccccc3C2=O)cc1	0	-0.5	-44	-4	2	7	0.9	15	-30
COCCCN1C(=O)/C(=C\c2ccc3c(c2)OCO3)C(C(=O)OC)=C1C	-1	3.2*	-12	-5	0	1	-2.1	-3	-6
O=C1CCN(S(=O)(=O)c2ccc(Cl)cc2)CCN1	1	1.1	-1	4	0	7	0.8	4	-16
c1ccc(N2CCN(c3ncnc4sc5c(c34)CCC5)CC2)cc1	0	2.1	-6	-3	3	3	1.2	-8	6
COc1cc2c(cc1NC(=O)Cn1cnc3c1c(=O)n(C)c(=O)n3C)oc1ccccc12	-9	1.7	-28	-2	-3	1	1.8	13	4
Cc1nc2c(cnn2-c2ccccc2)c(=O)[nH]1	4	0.2	-4	-1	7	-2	-0.4	1	-1
Cc1cc(C)n2cc(CSc3nncn3C)nc2n1	-11	0.3	14	1	8	6	0.1	2	-13
Cc1noc2ncnc(SCc3ccc(C(F)(F)F)cc3)c12	-3	-0.2	-14	-3	-3	3	0.8	-22	10
Cc1cc(OC2CCCCC2)nc(NCc2ccccc2)n1	-10	0.2	x	-2	-3	-3	9.9	-11	11
O=C(Nc1ccccc1)/C(=C/c1cccc(Br)c1)NC(=O)c1ccco1	3	-0.2	-2	-2	1	0	4.7	-1	-4
N#CCCn1cc(CNCc2ccccc2)c(-c2cccc([N+](=O)[O-])c2)n1	2	0.3	-14	-1	6	1	1.1	3	-8
COc1cc([N+](=O)[O-])ccc1N/C=C/C(=O)c1cccs1	-23	-0.2	-88	0	3	4	0.5	-4	2
CCNc1nc(Sc2ccc(C)cc2)cc(C(F)(F)F)n1	4	1.6	-17	-2	3	-1	-0.7	-2	-8
Fc1ccc(-n2cc(CNCCc3cccnc3)c(-c3ccccc3Cl)n2)cc1	3	0.9	-7	1	5	0	-2.0	-7	-16
CCOC(=O)N1CCN(C(=O)Nc2ccc3nc(-c4ccccn4)c(-c4ccccn4)nc3c2)CC1	-1	0.8	-12	-3	-2	0	1.0	11	-5
COc1ccc(Nc2nc3c(C)cccc3cc2C#N)c(OC)c1	-7	0.5	-13	1	4	3	0.5	0	-7
CC(C)c1cc(C(=O)N2CCCC(CCC(=O)N3CCN(c4ccccn4)CC3)C2)no1 (stereo not drawn)	1	-1.4	-14	32*	2	-3	0.0	11	-9
Cc1onc(-c2ccccc2)c1C(=O)N/N=C/c1ccc([N+](=O)[O-])s1	2	-0.8	1	1	7	-1	0.4	10	-26
Cn1c(N)c(C(=O)COC(=O)CCC2CCCCC2)c(=O)n(C)c1=O	-4	0.4	-9	-3	9	-1	2.2	-2	-3
O=C(CN1C(=O)C2CCCN2c2ncc(Cl)cc21)NCc1ccc2c(c1)OCO2 (stereo not drawn)	4	-0.3	0	4	5	-1	0.1	-19	4
Cc1nn(Cc2ccccc2)c(Cl)c1/C=C/C(=O)OCC(=O)NC(C)C(C)C (stereo not drawn)	0	0.4	-2	-1	-2	1	1.3	-11	-12
CCOc1cc(C(=O)N2CCCC2)cc(OCC)c1OCC	-2	1.1	1	1	2	1	-1.2	-4	-2
COc1ccc(C2CC(c3ccccc3)=NN2C(=O)CN2CCN(Cc3ccccc3)CC2)cc1 (stereo not drawn)	1	-0.4	-89	4	6	1	-0.4	-15	10
CCOC(=O)C1=C(C)NC(C)=C(C(=O)OCC)C1C(=O)OCC(=O)N1c2ccccc2CC1C (stereo not drawn)	-6	-1.6	-16	-2	0	-1	0.8	8	-2
Cc1cccc(N2C(=O)c3cccc4c(N(C)CCO)ccc(c34)C2=O)c1	0	-0.6	-7	-3	4	-4	4.9	19	-9
CCc1nc2ccc(C(=O)Nc3ccc(NC(C)=O)cc3)cc2nc1CC	3	-0.7	-7	3	3	-1	1.5	8	-4
CC(C)(C)CC(=O)Nc1ccc(C(N)=O)cc1	0	0.8	-16	-1	-1	0	-0.5	-3	-16
CCOC(=O)c1ccc(-n2c(CN3CCC(C(N)=O)CC3)nc3ccc([N+](=O)[O-])cc3c2=O)cc1	5	0.9	10	0	4	2	1.8	13	-16
Cc1c(C(=O)N2CCOCC2)sc2ncnc(N3CCc4ccccc4C3)c12	2	0.0	-3	-6	2	-3	0.1	3	4
Cc1cc(C)nc(NC(=O)/C=C/c2ccc(Cl)cc2)n1	-4	1.4	-10	1	2	-3	-1.1	-18	0

Carrying on.
structure	eIF4E-4G inh	PERK inh	Mdm2 ligase inh	Ba/F3 V617F tox	BaF3 tox	Wee1 stabilizer	S1P4 agonist	NPY2 pot ag	S1P4 antagonist
Cc1noc(NC(=O)c2ccc(Cl)cc2)c1Cl	-2	1.4	-4	8	0	1	-0.8	18	-10
COc1ccc2[nH]cc(CCNC(=S)NCCc3ccccc3)c2c1	0	0.1	-8	0	6	1	-1.6	11	0
CCCc1nnc(NC(=O)CN2CCN(C)CC2)s1	2	-0.4	0	-2	7	1	1.1	0	-7
CCc1c(O)nc(SCc2ccccc2)n(C(C)CC)c1=O (stereo not drawn)	-2	0.7	-9	-2	2	4	-0.3	8	-12
Cc1ccc(C)c(N2CCN(C(=O)C3CCCN(S(=O)(=O)c4c(C)[nH]c(=O)[nH]c4=O)C3)CC2)c1 (stereo not drawn)	3[fluorescence artefact?]	-0.3	-6	-3	2	-3	-2.2	13	-7
C=C(C)CSc1nnc(-c2cccc(Cl)c2)n1N	-9[fluorescence artefact?]	0.2	-12	-3	-2	1	0.5	-2	-8
Cc1ccc([N+](=O)[O-])cc1NC(=O)/C=C/C(=O)O	1	0.2	-28	-1	0	-1	2.6	15	-45
Cc1nc(/C(N)=N/OC(=O)Cc2ccccc2)no1	-1	1.3	1	-3	3	3	-0.1	-6	3
